RSV antiviral HEp-2 = inhibition of RSV-induced cytopathic effect – HEp-2 cells, primary 10 µM value included (AID 2391); HEp-2 cells, RSV-induced CPE inhibition; higher % means a stronger effect; CPE inhibition, % at 10 µM, or IC50 in µM where a hit was titrated; 310,000 compounds, 0.13% hits; in the data active = a potency from the dose series; inconclusive = CPE inhibition mostly from about 23% at the one dose, without a potency; inactive = the rest, 99 in 100 with CPE inhibition below about 21%; also: strong numbers were not always called active
West Nile antiviral = West Nile virus antiviral activity, cell-based, CPE readout (AID 1621); West Nile virus-infected cells, CPE inhibition; higher % means a stronger effect; CPE inhibition, % at 10 µM, or IC50 in µM where a hit was titrated; 290,000 compounds, 0.02% hits; in the data active = a potency from the dose series; inconclusive = CPE inhibition mostly from about 3.7% at the one dose, without a potency; inactive = the rest, 99 in 100 with CPE inhibition below about 2.2%; also: strong numbers were not always called active
TNAP activation fold = stimulation of alkaline phosphatase TNAP activity – biochemical, luminescent, no phosphate acceptor, uHTS, primary screen (AID 1001) | activation fold at 20 µM; hits with a dose series show EC50 in µM | purified TNAP, luminescent activation assay, no phosphate acceptor; higher activation fold means a stronger effect | 200,000 compounds, 0.03% hits; in the data active = activation fold from about 3, or a potency from the dose series; inactive = the rest, 99 in 100 with activation fold below about 1.6; also: many of its hits are not listed in these tables
Insulin prom up = MIN6 insulin promoter up-regulation | MIN6 insulin promoter-GFP reporter, high-content imaging; active compounds read high | z-score at 5 µM | 190,000 compounds, 0.3% hits | AID 1625;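 active = z-score above 3 at 5 µM with at least 500 cells counted in the well; inconclusive = wells under 500 cells, flagged as cytotoxic or low count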
CSM14.1 death rescue = rescue of cells from ER stress-induced death, primary screen, 384-well, CSM14.1, thapsigargin, ATP luminescence (AID 1222). cellular ATP content (survival), % at 20 µM, or EC50 in µM where a hit was titrated. 190,000 tested, under 10 active. CSM14.1 thapsigargin-induced death rescue, ATP luminescence; higher % means a stronger effect;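 active = EC50 below 50 µM in the dose-response confirmation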;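 also: death triggered by thapsigargin at about 15 µM added after 2 h compound pretreatment; cell ATP read after overnight thapsigargin exposure of roughly 18 to 22 hours; normalized against plate controls of thapsigargin alone and 5% DMSO vehicle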
PhoP inhibition = inhibitors of PhoP regulon expression, primary screen, Salmonella Typhimurium, GFP reporter (AID 1863); S. Typhimurium PhoP-regulated promoter GFP reporter, 4 h; higher % means a stronger effect; one-dose inhibition, % at 50 µM; IC50 in µM for titrated hits; 300,000 compounds, 0.16% hits;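 active = inhibition over 29.93%, a cutoff 3 SD above the screen mean, later confirmed by dose response; inconclusive = inhibition over 29.93% but no dose response follow-up; inactive = inhibition at most 29.93% or unconfirmed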;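 also: 0% = low Mg2+ inducing control and 100% = high Mg2+ repressing control; strong numbers were not always called active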
Large T inhibition = TAg ATPase/helicase activity blockers – biochemical (AID 1903); 310,000 compounds, 0.39% hits; SV40 large T antigen ATPase/helicase inhibition assay; higher % means a stronger effect; inhibition, % at 20 µM; hits with a dose series show IC50 in µM; in the data active = a potency from the dose series; inconclusive = inhibition mostly from about 32% at the one dose, without a potency; inactive = the rest, 99 in 100 with inhibition below about 32%; also: strong numbers were not always called active
human PMI inhibitors = human PMI inhibitors, high substrate, primary screen, biochemical, fluorescence intensity, high mannose 6-phosphate (AID 1220); recombinant PMI enzyme, coupled fluorescence intensity; higher % means a stronger effect; one-dose inhibition, % at 20 µM; IC50 in µM for titrated hits; 190,000 compounds, 0.66% hits
human PMI inhibition = MPI enzyme activity inhibition – biochemical, fluorescence intensity, coupled assay, primary screen (AID 1209) | 190,000 compounds, 0.42% hits | one-dose inhibition, % at 20 µM; IC50 in µM for titrated hits | purified PMI enzyme, coupled fluorescence intensity; higher % means a stronger effect;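 also: plate controls were DMSO vehicle for no effect and wells lacking substrate for full effect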
Insulin prom up cell count = also measured in Insulin prom up; calls as there; cell count; measured here: cytotoxicity, nuclei count;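 total cells summed across four imaged fields per well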
The depositor's hits bear a star; ? = inconclusive; . = no result given; & = joins results of further samples. Rule as the data show it, unless noted: active = inhibition above about 50%; inactive = the rest.

Results follow in this order: RSV antiviral HEp-2	West Nile antiviral	TNAP activation fold	Insulin prom up	Insulin prom up cell count	CSM14.1 death rescue	PhoP inhibition	Large T inhibition	human PMI inhibitors	human PMI inhibition
- NS(=O)(=O)c1ccc(NS(=O)(=O)c2ccc(NC(=S)Nc3ccccc3)cc2)cc1
    2.1%	0.3%	1.1	-0.26	1521	-0.5%	-13%	17%	-1%	-1%
- CCc1cc(C(=O)N/N=C/c2ccc(OC)cc2)c2ccccc2n1
    0.6%	-0.3%	.	.	.	.	-4%	12%	.	.
- O=C(CC1C(=O)NCCN1Cc1c(F)cccc1Cl)NCc1ccccc1 (centres undefined)
    1.6%	-0.2%	1.1	-0.93	1620	-1.4%	3%	16%	.	.
- Cc1nc2nc(C)c(CCC(=O)NCCCN3CCN(c4cccc(Cl)c4)CC3)c(C)n2n1
    -0.3%&-2.9%	0.2%	1&1	-0.13&0.22	1482&1592	0.6%&0.4%	4%&-13%	23%&2%	-5%&3%	-14%&-9%
- Oc1ccc(C2=Nn3c(nnc3-c3ccco3)SC2)cc1O
    -2.1%	.	0.1	1.1	1824	0.8%	6%	3.3µM*	.	.
- Cc1ccc(N2CCN(S(=O)(=O)c3ccc4c(c3)n(C)c(=O)c(=O)n4C)CC2C)cc1 (centres undefined)
    1.9%	2.4%	1	-0.57	1182	-1.8%	1%	5%	-1%	2%
- CCOCCCNC(=O)C1CCCN(S(=O)(=O)c2ccc(-n3cnnn3)cc2)C1 (centres undefined)
    1.8%	-0.3%	.	.	.	.	2%	8%	.	.
- Cc1ccc(C)c(NC2=C(Cl)C(=O)OC2OC(C)C)c1 (centres undefined)
    -0.2%	-0.6%	1.1	-0.48	1277	-0.1%	5%	21%	0%	-3%
- CC(C)c1nnc(NC(=O)c2cnccn2)s1
    2.1%	0.8%	1.1	0.78	1770	0.0%	7%	5%	11%	14%
- Cc1cc(C(=O)N/N=C/c2ccccn2)c2ccccc2n1
    1.4%	-0.2%	.	.	.	.	4%	1%	.	.
- O=C(O)/C(=C\c1ccc(Cl)cc1)c1ccc(F)cc1
    1.2%	1.0%	1.2	0.32	1285	0.8%	4%	-4%	-6%	-8%
- COc1ccccc1N1CCN(/N=C/c2cc([N+](=O)[O-])ccc2Cl)CC1
    49%	0.0%	1	-0.42	1414	-0.6%	-1%	0%	4%	2%
- CC(=O)Nc1ccc(C(=O)CSc2ncn(-c3ccccc3)n2)cc1
    .	0.6%	1.1	-1.1	959	-1.7%	2%	16%	-2%	5%
- O=C(NNS(=O)(=O)c1ccc(Cl)cc1)c1cc(-c2ccccc2)n[nH]1
    1.6%	-0.1%	.	-0.7	976	.	-21%	15%	.	.
- N#CCN1CCC(c2cc(-c3ccco3)n[nH]2)CC1
    -0.9%	0.1%	0.6	0.01	1079	-0.6%	2%	23%	38%	-9%
- CCOC(=O)N1CCN(C(=O)C2CCCN(Cc3nc(-c4ccc(Cl)cc4)oc3C)C2)CC1 (centres undefined)
    17%	.	1	-0.71	790	2.1%	6%	1%	4%	7%
- COc1cccc(N2CCN(C3OC(=O)c4ccccc43)CC2)c1 (centres undefined)
    0.7%	0.2%	1	0.35	1132	0.4%	0%	16%	8%	14%
- CCOC(=O)c1ccc2[nH]c3c(c2c1)CCCC3C(=O)OCC (centres undefined)
    6.1%	0.9%	1	0.74	1193	-1.4%	1%	11%	18%	19%
- CC(C)(C)c1nn(-c2ccccc2)c2[nH]c(=O)c(CNCc3ccc4c(c3)OCO4)cc12
    -4.6%	?	0.8	.	.	-1.6%	-1%	8%	-6%	-13%
- Cc1c(NC(=O)CN2CCN(c3ccc(O)cc3)CC2)c(=O)n(-c2ccccc2)n1C
    -2.0%	0.6%	1.1	-0.4	1316	1.0%	-1%	14µM*	53%*	20%

An excerpt from above, limited to RSV antiviral HEp-2.
| SMILES | RSV antiviral HEp-2 |
| --- | --- |
| Cc1ccc(C)c(NC2=C(Cl)C(=O)OC2OC(C)C)c1 (centres undefined) | -0.2% |
| COc1ccccc1N1CCN(/N=C/c2cc([N+](=O)[O-])ccc2Cl)CC1 | 49% |

More records
Results follow in this order: RSV antiviral HEp-2	West Nile antiviral	TNAP activation fold	Insulin prom up	Insulin prom up cell count	CSM14.1 death rescue	PhoP inhibition	Large T inhibition	human PMI inhibitors	human PMI inhibition
- CN1CCN(c2nc3c(c(=O)[nH]c(=O)n3C)n2CCOc2ccccc2)CC1
    .	0.6%	1.1	-0.61	1827	-4.0%	7%	-9%	-2%	-5%
- Cc1ccccc1NC(=O)C1CCC(C)(C(=O)O)C1(C)C (centres undefined)
    1.5%	-0.2%	1.1	-0.56	1239	2.3%	-12%	24%	1%	1%
- Cc1ccc(C)c(N2CCN(C(=O)CN3C(=S)NC(C)(C)CC3C)CC2)c1 (centres undefined)
    0.7%	-0.5%	1	-0.21	1263	0.5%	-3%	14%	16%	2%
- O=C(NC1C=CS(=O)(=O)C1)c1ccccc1 (centres undefined)
    1.4%	-0.3%	1.1	0.24	1355	-0.8%	3%	4%	6%	8%
- CCc1nnc(NS(=O)(=O)c2ccc(N=Cc3c(C)[nH]n(-c4ccc(C)cc4)c3=O)cc2)s1
    1.4%	-0.2%	1	-0.03	1578	-2.4%	-26%	-2%	4%	-2%
- O=C(Nc1ccccc1C(=O)OCc1nnc(-c2ccccc2)o1)c1ccco1
    1.0%	0.3%	1.1	0.19	1349	-0.3%	-10%	26%	10%	8%
- COc1ccc(-c2ccnc3c(C(=O)O)cnn23)cc1
    0.8%	0.1%	1.1	0.12	1330	-1.0%	0%	-6%	-8%	-14%
- COC(=O)c1cc2occc2n1CC(=O)Nc1ccc(OC)c(OC)c1
    0.6%	-0.3%	1.1	-0.06	1445	-0.5%	-9%	0%	1%	4%
- COc1ccccc1C1CC(c2c(-c3ccccc3)c3cc(Cl)ccc3[nH]c2=O)=NN1S(C)(=O)=O (centres undefined)
    0.1%	17%	1	0.19	1523	0.4%	-8%	-7%	16%	19%
- CCOC(=O)c1ccc(N(C(=O)c2ccco2)C(C(=O)NC2CCCCC2)c2ccncc2)cc1 (centres undefined)
    -0.2%	-1.2%	.	.	.	.	5%	1%	.	.
- O=C(OCCCCN1C(=O)c2ccccc2C1=O)c1ccc(Br)o1
    0.4%	1.4%	1.2	-0.38	1046	-0.7%	-1%	16%	-1%	8%
- CCN(CC)C(=O)/C(=C\c1ccncc1)NC(=O)c1ccccc1
    1.5%	-0.6%	1.1	-1.1	1518	-0.5%	.	.	-4%	4%
- CCN(CC(=O)NCc1cccs1)S(=O)(=O)c1ccc(NC(C)=O)cc1
    -1.0%	-0.3%	1	0.81	1224	-1.9%	-1%	3%	2%	-3%
- COc1ccc(N(CC(=O)NCc2ccc(C)cc2)S(=O)(=O)c2c(C)nn(C)c2C)cc1
    1.2%	-0.1%	1	0.1	1198	-4.0%	1%	7%	8%	-2%
- Cc1ccc(C(=O)OCC(=O)NC2CCCC2)cc1
    0.7%	0.9%	.	.	.	.	-5%	27%	.	.
- CC(C)[C@@H](C(=O)N1CCNCC1)n1cc(CCO)nn1
    16%	0.7%	1.1	-0.38	1311	1.6%	-3%	11%	-10%	-14%
- Cc1ccc2oc(=O)n(Cc3ccc(F)cc3)c2c1
    1.7%	0.5%	.	.	.	.	0%	7%	.	.
- Cc1ccc(CNS(=O)(=O)c2cc3c4c(c2)C(C)C(=O)N4CCC3)cc1 (centres undefined)
    3.9%	-0.6%	.	.	.	.	-4%	7%	.	.
- C[C@]1(C(=O)NCc2cc(F)cc(C(F)(F)F)c2)C=C[C@@H](Cc2ccccc2)N1C(=O)c1ccccc1
    5.0%	-0.3%	1	-0.44	1137	-2.1%	-6%	8%	3%	1%
- CCCNC(=O)CCCCn1c(=S)[nH]c2c([nH]c3ccc(OC)cc32)c1=O
    0.6%	0.1%	1.2	0.32	1213	.	-1%	11%	-11%	-23%
- O=C1/C(=C/c2ccncc2)SC(=S)N1Cc1ccccc1
    10%	-0.2%	.	-0.09	1315	.	-1%	8%	.	.
- CS(=O)(=O)c1nc2ccccc2n1Cc1ccccc1
    -1.1%	-1.0%	1.1	-0.31	1522	-0.9%	10%	-1%	-2%	-2%
- c1ccc(-n2nnnc2NC2CCCCCC2)cc1
    -0.7%	-0.8%	1.3	0.13	1808	-1.2%	23%	-9%	4%	4%
- O=C(COC(=O)c1cncc(Br)c1)NC1CCCCC1
    0.0%	0.0%	1	0.52	1259	1.5%	-5%	6%	-6%	-19%
- Cc1ccc(NC(=S)N2CCN(c3ncccn3)CC2)c(C)c1
    0.4%	-0.1%	1.1	1.1	1595	-1.7%	12%	13%	4%	14%
- COC(=O)c1ccc(C(=O)OC)c(NS(=O)(=O)c2ccc(NC(C)=O)cc2)c1
    -0.7%	0.7%	1.1	-0.16	1128	2.4%	-4%	8%	4%	0%
- CCN1CCN(C(=S)Nc2ccc(Cl)c(Cl)c2)CC1
    0.5%	-1.2%	1.1	0.31	1226	-2.1%	15%	12%	4%	2%
- COc1ccc(NC(=O)COC(=O)c2ccc(OCc3ccc(Cl)cc3Cl)c(OC)c2)c(OC)c1
    1.3%	0.5%	1.1	0.14	1561	0.5%	-14%	14%	16%	19%
- COC(=O)c1ccccc1NC(=O)Nc1cc(C)ccn1
    1.2%	0.3%	1	-0.02	1479	-0.1%	11%	-3%	-3%	4%
- Cc1ccc(S(=O)(=O)NNC(=O)c2ccncc2)cc1
    1.9%	0.5%	1.2	-1	1543	-3.0%	11%	-17%	-5%	4%
- O=C(OCCCOC(=O)c1ccc(O)cc1)c1ccc(O)cc1
    2.1%	0.1%	.	.	.	.	-3%	16%	.	.
- O=C(CSc1n[nH]c(-c2cccnc2)n1)OC1CCCCC1
    0.5%	0.0%	1	1.7	1712	2.7%	6%	-4%	4%	3%
- O=C(CNC(=O)c1cccs1)OCC(=O)c1ccc2ccccc2c1
    -0.4%	0.4%	1.1	-0.68	1639	-0.8%	-10%	-5%	8%	4%
- Cc1cc(C)n2cc(CSc3nc4ccccc4[nH]3)nc2n1
    1.6%	-0.4%	1.4	-0.39	1410	2.0%	0%	18%	-8%	2%
- ClC1(Cl)CC1CSc1nnc(-c2ccncc2)o1 (centres undefined)
    1.1%	-0.5%	.	.	.	.	-3%	9%	.	.
- O=C(OCC1OC2OC3(CCCCC3)OC2C2OC3(CCCCC3)OC12)c1ccccc1 (centres undefined)
    5.6%	0.4%	1	.	.	8.0%	1%	19%	11%	23%
- O=C(Cn1ccccc1=O)c1ccc(Cl)cc1
    3.5%	-0.3%	1.1	-0.2	1520	0.9%	3%	5%	-6%	2%

Screening results: PubChem, several laboratories
